Source: PubChem BioAssay (several laboratories)
TbMetRS inhib = Trypanosoma brucei MetRS inhibition; purified T. brucei MetRS, ATP depletion, Kinase-Glo luminescence; inhibition, % at 11.9 µM; hit rate 0.4% among 360,000; AID 624268;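 active means inhibition above a per-plate cutoff of the control wells' mean inhibition plus 3 SD, cut at about 5.5% in these data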;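 further: 0% = DMSO wells median and 100% = median of wells with control inhibitor compound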
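Assay system: T. brucei methionyl-tRNA synthetase, purified | Medium: HEPES buffer with MgCl2, KCl, DTT, spermine, BSA, pyrophosphatase | Compound: 11.9 µM single point | Incubation: 15 min enzyme-compound preincubation, 2 h reaction, 10 min detection, 25 °C | Measured by: Kinase-Glo luciferase luminescence reporting remaining unconsumed ATP | Measure: % inhibition normalized to control-well medians | Replication: Singlicate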
SKN-1 block = C. elegans SKN-1 inhibition | hit rate 0.49% among 360,000 | AID 624304 | inhibition, % at 21.8 µM | C. elegans VP596 Pgst-4::GFP/RFP ratio, acrylamide-induced, 24 h;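 active means interference check ratio from 0.5 to 1.5 plus GFP to RFP signal ratio inhibition reaching or exceeding a fixed threshold, cut at about 30% in these data, passing the limit was not always enough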; further: some compounds called inactive have numbers as strong as hits
MLLE-PAM2 inh = blocks PAM2 peptide binding to the PABP1 MLLE domain | P11940 | GST-MLLE / FITC-PAM2 fluorescence polarization | inhibition, % at 20 µM | hit rate 0.36% among 360,000 | AID 588489; in the data active means inhibition above about 35%, passing the limit was not always enough;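 further: plate controls were DMSO wells with GST-MLLE for no effect and wells lacking GST-MLLE protein for full effect; some results filed as inactive read as strong as hits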
Target sequence (P11940 whole entry, looked up, the tested form may be a part): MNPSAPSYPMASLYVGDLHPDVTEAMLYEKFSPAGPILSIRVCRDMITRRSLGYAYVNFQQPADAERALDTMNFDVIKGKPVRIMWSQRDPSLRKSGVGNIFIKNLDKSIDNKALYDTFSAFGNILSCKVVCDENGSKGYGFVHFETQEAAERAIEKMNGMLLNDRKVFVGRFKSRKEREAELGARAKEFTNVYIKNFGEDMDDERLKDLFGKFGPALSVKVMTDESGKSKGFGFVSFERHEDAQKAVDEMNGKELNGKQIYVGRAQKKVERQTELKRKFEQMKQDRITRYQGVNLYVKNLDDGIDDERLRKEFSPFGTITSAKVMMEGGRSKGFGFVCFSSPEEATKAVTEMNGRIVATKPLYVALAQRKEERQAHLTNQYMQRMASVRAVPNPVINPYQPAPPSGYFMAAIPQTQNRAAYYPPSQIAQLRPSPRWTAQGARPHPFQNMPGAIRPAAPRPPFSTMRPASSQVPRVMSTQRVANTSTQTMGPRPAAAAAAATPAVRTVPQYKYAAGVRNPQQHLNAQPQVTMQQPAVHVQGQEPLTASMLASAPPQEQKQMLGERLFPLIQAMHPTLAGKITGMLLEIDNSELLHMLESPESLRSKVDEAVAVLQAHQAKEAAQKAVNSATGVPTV
FAS TE block = inhibitors of human fatty acid synthase thioesterase domain; inhibition, % at 15 µM; P49327; recombinant FAS-TE, OMFH fluorogenic substrate, fluorescence endpoint; AID 602261; hit rate 0.67% among 360,000;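 active means compounds whose normalised, plate-corrected inhibition of enzyme fluorescence in the single-dose primary screen is 50% or more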;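 further: 0% = DMSO with enzyme and 100% = substrate without enzyme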
MsrA act = bovine methionine sulfoxide reductase A activation. activation, % at 10.6 µM. purified bovine MsrA, absorbance read-out. hit rate 0.3% among 360,000; in the data active means activation above about 7.5%;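 further: 0% = vehicle and 100% = reference activator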
MT1-MMP act inh = MT1-MMP (human) activation inhibition. P50281. HT1080 RFP-PRO-GFP cells, GFP/RFP ratio fluorescence, overnight; percent of plate control window, DMSO zero. GFP/RFP ratio change, % at 20 µM. hit rate 0.061% among 360,000;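 active means GFP/RFP ratio change of at least 30% with cell ATP level not reduced by more than half and red fluorescence within 50% of control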; further: strong numbers were not always called active
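Assay system: RFP-PRO-GFP reporter HT1080 cells; read-out basis: GFP/RFP fluorescence ratio; benchmarks: DMSO wells and RFP-L50D-GFP cells; doses: 20 µM single dose, 1% DMSO; schedule: overnight cell settling, then overnight compound exposure, 37 °C, 5% CO2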
eLon inh = inhibitors of E. coli Lon protease; hit rate 0.42% among 360,000; inhibition, % at 7.94 µM; P0A9M0; purified E. coli Lon protease, fluorescence polarization; in the data active means inhibition above about 13%, passing the limit was not always enough;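 further: 0% = enzyme with probe and DMSO and 100% = no enzyme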
CendR NRP1 mod = modulators of CendR peptide binding to human neuropilin-1; hit rate 0.85% among 360,000; FAM-RPARPAR peptide binding to NRP-1, fluorescence polarization; inhibition, % at 25 µM; O14786; AID 602438;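 active means inhibition or corrected inhibition above about 18%, plus a signal ratio from 0.5 to 1.5, limit read from the data, passing the limit was not always enough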; further: strong numbers were not always called active
MsrA inh = bovine MsrA inhibition | purified bovine MsrA, absorbance read-out | inhibition, % at 15.5 µM | hit rate 0.75% among 360,000 | AID 651718; in the data active means inhibition above about 4.5%;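 further: 0% = vehicle wells with enzyme and 100% = reference inhibitor wells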
An asterisk follows results filed as active; / = no result given. The order is random; about 4% have a hit in one of these screens.

SMILES | TbMetRS inhib | SKN-1 block | MLLE-PAM2 inh | FAS TE block | MsrA act | MT1-MMP act inh | eLon inh | CendR NRP1 mod | MsrA inh
Cc1ccccc1NC(=O)C(C)OC(=O)CCC(=O)c1ccccc1 (stereo not given) | -0.4 | 5 | -71 | -9 | -7 | -3 | -4 | 0 | -0.3
COc1ccc2nc(N3CCCC(C(=O)NCCc4ccc(OC)c(OC)c4)C3)sc2c1 (stereo not given) | -0.9 | 9 | -10 | -4 | -3 | 4 | 4 | 6 | 1.2
COc1ccc(C(=O)CCN2CCC(C)CC2)cc1 | 0.1 | 0 | 44* | -4 | 1 | 3 | -7 | 1 | -0.5
O=C(NCC(=O)N1CCN(c2ccccc2F)CC1)c1cccs1 | -0.2 | -3 | 0 | -6 | -2 | 2 | 4 | 0 | 0.2
O=C(O)Cn1c(=O)c2c(c3ccccc31)CCC2 | 0.0 | 4 | -7 | -6 | -4 | 1 | -6 | 1 | 2.2
COc1ccc(/C=C(/NC(=O)c2ccco2)C(=O)N2CCOCC2)cc1 | -0.1 | 19 | 7 | -1 | -2 | -1 | -5 | 6 | 1.5
COc1ccc(OCC(=O)Nc2c(Cl)ccc3nsnc23)cc1 | -0.3 | -11 | 7 | -3 | -3 | -1 | 2 | 13 | -0.1
CCOc1ccc(NC(=O)CN(C)C(=O)c2ccc(OCc3ccccc3)c(OC)c2)cc1OCC | -0.6 | -8 | -13 | 0 | -6 | 4 | -6 | -8 | 0.1
CC(=O)N1CCc2[nH]c3ccc(C)cc3c2C1 | -1.7 | 21 | 17 | -2 | -2 | -4 | -1 | 19 | 0.5
COc1ccc(C(=O)N/N=C/c2c(CO)cnc(C)c2O)cc1 | -0.3 | 1 | 3 | -6 | -3 | 0 | 5 | 8 | 1.2
COc1ccc(C(=O)N2CCC2(C)C(=O)NC(C)C)cc1 (stereo not given) | -0.1 | 12 | -1 | -7 | -2 | -3 | -6 | -10 | -0.4
O=c1[nH]c(C2CCN(S(=O)(=O)c3ccc4c(c3)OCCO4)CC2)nc2c1nnn2Cc1ccccc1 | -1.1 | -2 | 3 | -2 | -10 | 0 | 1 | 8 | -0.1
Cc1cccc(NC(=O)c2ccc(NCCO)c([N+](=O)[O-])c2)n1 | 0.0 | -3 | 8 | -5 | -4 | 9 | -7 | 4 | -0.6
CNC[C@H]1OCc2ccccc2-c2ccccc2C(=O)N([C@H](C)CO)C[C@H]1C | 0.1 | 12 | -4 | -5 | 1 | 1 | 1 | 8 | 0.1
O=C(Nc1ccccc1)N1CCN(c2ccccn2)CC1 | -0.6 | -34 | 13 | -6 | -2 | 2 | 0 | 3 | 0.6
O=C(NCCN1CCOCC1)C(=O)NCC1OCCN1S(=O)(=O)c1ccc(F)cc1 (stereo not given) | -0.2 | 2 | 5 | 1 | -3 | 0 | -11 | 1 | 0.2
COc1ccc(CCNS(=O)(=O)c2cn(C)c(=O)n(C)c2=O)cc1 | -0.4 | -9 | 0 | -4 | -2 | 5 | -6 | 0 | 0.6
Cc1ccc(CN2CCN(c3ncccn3)CC2)o1 | -1.2 | -3 | 10 | -10 | -10 | 4 | 17 | -9 | -0.1
COc1ccc(O)c(/C=N/N2CCOCC2)c1 | -0.1 | -7 | -1 | -5 | -3 | -3 | 3 | -5 | 1.4
O=[N+]([O-])c1ccc(S(=O)(=O)N/N=C/c2ccsc2)cc1 | -0.5 | 10 | 11 | 37 | -4 | -2 | 1 | 12 | -0.1

3 entries from above, sorted by their value in MLLE-PAM2 inh, ascending.
Molecule,MLLE-PAM2 inh
COc1ccc(O)c(/C=N/N2CCOCC2)c1,-1
O=c1[nH]c(C2CCN(S(=O)(=O)c3ccc4c(c3)OCCO4)CC2)nc2c1nnn2Cc1ccccc1,3
Cc1ccc(CN2CCN(c3ncccn3)CC2)o1,10

Further structures follow.
SMILES | TbMetRS inhib | SKN-1 block | MLLE-PAM2 inh | FAS TE block | MsrA act | MT1-MMP act inh | eLon inh | CendR NRP1 mod | MsrA inh
O=C(O)c1cc(-c2ccc(/C=N/Nc3ccc([N+](=O)[O-])cn3)o2)ccc1Cl | -0.1 | 16 | -105 | 10 | -3 | -14 | -8 | -84 | -1.4
S=c1[nH]nc(C2CCCCC2)n1/N=C/c1c(Cl)cccc1Cl | -1.1 | -1 | -84 | 28 | -8 | 0 | 4 | 5 | -0.8
O=C(CSc1nncn1-c1cccnc1)Nc1ccccc1C(F)(F)F | 0.2 | 12 | -5 | -3 | -3 | 0 | -1 | 0 | -1.1
O=C(N/N=C/c1cc([N+](=O)[O-])ccc1Cl)c1cc(-c2ccccc2)nc2ccccc12 | 0.5 | 1 | 6 | -6 | -4 | 5 | -5 | 5 | -0.9
CCOC(=O)c1cnn(CCOC(=O)C2CC2)c1NC(=O)C1CC1 | 0.2 | -9 | -2 | -8 | 2 | -1 | -1 | 5 | 2.0
CCN(CC)CCN(C(=O)c1ccc(N2C(=O)CCC2=O)cc1)c1nc2cc3c(cc2s1)OCCO3 | -0.5 | 3 | -3 | -4 | 0 | 1 | 3 | 3 | 1.4
CCCCCCN1C[C@H](n2cc(COC(=O)c3ccccc3)nn2)[C@@H](O)C[C@@H]1c1ccc(OC)cc1 | -1.0 | -11 | -7 | 7 | -4 | 5 | 8 | -16 | 0.6
O=C(CSc1nc2ccccc2c(=O)n1-c1ccccc1F)NC1CCS(=O)(=O)C1 (stereo not given) | -0.5 | 1 | -4 | 1 | -3 | -3 | -12 | 0 | 0.4
COc1ccc(Cn2nnnc2C(c2cccs2)N2CCCCCC2)cc1 (stereo not given) | 0.1 | 18 | 7 | 22 | -4 | -10 | 0 | -2 | 1.9
Cn1cc(/C=N/NC(=O)c2cccc([N+](=O)[O-])c2)c2ccccc21 | -0.7 | 2 | -5 | -1 | -2 | 19 | 4 | -8 | 2.7
COc1cc(C(=O)Nc2ccccc2C(=O)Nc2ccccn2)cc(OC)c1OC | -1.0 | -9 | 5 | 3 | -1 | 5 | 7 | 2 | -0.1
CC(=O)Nc1ccccc1NC(=O)C/C(C)=N/NC(=O)C(=O)Nc1cccc(Cl)c1C | -0.6 | -3 | 9 | -4 | 0 | 3 | 2 | 6 | 0.4
O=C(NCc1ccc2c(c1)OCO2)c1ccc(CS(=O)(=O)c2cccc(C(F)(F)F)c2)o1 | 0.0 | 8 | 6 | 3 | 1 | 2 | 5 | -10 | 0.3
Cn1cccc1/C=C1\SC(=S)N(NC(=O)c2ccc(F)cc2)C1=O | -2.5 | 22 | -155 | -2 | -6 | -1 | -264 | -80 | 1.7
Cc1cc(=O)oc2cc(OCC(O)CN3CCc4ccccc4C3)ccc12 (stereo not given) | -0.8 | 2 | 8 | -8 | -10 | 1 | 1 | 8 | 2.4
O=C(Cc1ccc(S(=O)(=O)N2CCOCC2)s1)Nc1ccccc1Br | -0.2 | -1 | -6 | 4 | -4 | 0 | -11 | -18 | 0.7
COc1ccc(-c2nnc(-c3ccc(N)cc3)o2)cc1 | 0.0 | 7 | 6 | -9 | 0 | 2 | -1 | -43 | 2.8
CCOc1ccc(NC(=O)CN(C)C(=O)CSCc2ccc(C)cc2)cc1OCC | -0.4 | -16 | 5 | -2 | -10 | / | -8 | 2 | -1.1
Cc1ccccc1N1C(=O)C2ON(c3ccccc3)C(c3cccnc3)C2C1=O (stereo not given) | 0.4 | 13 | -8 | 0 | -1 | -2 | 0 | -22 | 0.1
COC(=O)c1cc(C)nc(Sc2ccccc2NC(C)=O)n1 | -0.9 | -6 | 15 | -4 | -6 | 2 | -2 | 7 | 0.6
CCOP(=O)(OCC)c1nc(-c2ccccc2)oc1NCc1ccccc1 | -0.9 | 7 | 1 | -4 | -4 | -4 | 2 | -3 | -0.9
CCOc1ccc(N(CC(=O)NC(C(C)C)C(C)C)S(=O)(=O)c2ccc(OC)c(OC)c2)cc1 | -0.8 | 11 | -5 | 6 | -5 | -3 | -7 | 0 | -1.7
CC1CCCCN1Cc1nc2c(c(=O)n(C)c(=O)n2C)n1Cc1c(F)cccc1Cl (stereo not given) | -0.5 | 10 | -8 | 5 | 3 | -4 | 0 | 0 | /
C[C@H](CO)N1C[C@H](C)[C@@H](CN(C)Cc2ccncc2)Oc2c(NS(=O)(=O)c3ccc(Cl)cc3)cccc2C1=O | 0.0 | -3 | -7 | -6 | 1 | 0 | -3 | -4 | -1.1
CCNC(=O)NC(=O)C(C)OC(=O)c1oc2ccc(OCC)cc2c1C (stereo not given) | 0.1 | 9 | 0 | 0 | -1 | 2 | 5 | 2 | -1.2
COc1ccc(C2Nc3ccccc3C(=O)N2NS(=O)(=O)c2ccccc2)c(OC)c1 (stereo not given) | 0.0 | -10 | 23 | 3 | -5 | -3 | -11 | 4 | 1.7
O=S(=O)(NCCCc1ccccc1)c1ccc(Br)cc1 | -0.9 | 1 | 0 | 41 | -4 | -3 | 3 | 4 | -0.3
CCS(=O)(=O)c1ccc(O)c(NC(=O)COc2ccc(C)cc2)c1 | -0.2 | 0 | 12 | -7 | -4 | 7 | -1 | 2 | 0.2
CN(CCO)c1ccc(-c2nn(C)c(=O)c3ccccc23)cc1[N+](=O)[O-] | -0.2 | -4 | -4 | -5 | -4 | 4 | -2 | 0 | -0.7
Cc1nc(Nc2ccc(Cl)cc2)c(C#N)c(=O)[nH]1 | 0.4 | 17 | -6 | -4 | -9 | 0 | 19* | 7 | 0.7
CCOC(=O)[C@]12CCCC=C1N(Cc1cccc3ccccc13)C(=O)[C@H](CC(=O)NCc1cccc3ccccc13)C2 | -0.7 | 13 | / | 7 | 0 | -5 | 1 | 10 | 0.3
O=C(N/N=C/c1cccc(OC(=O)c2ccco2)c1)c1ccc(F)cc1 | -0.7 | 8 | 0 | -3 | -3 | 13 | -8 | 7 | -1.5
COC(=O)c1ccccc1NC(=O)N1CCCC1 | 0.0 | 16 | 5 | -6 | -2 | 0 | 0 | 2 | -0.2
CCOC(=O)[C@H]1[C@H]2COc3ccccc3[C@@H]2N2C(=O)[C@@H](CO)NC(=O)[C@@]12C | -0.3 | 8 | -9 | -5 | -4 | 3 | 1 | 20 | -0.8
CCOC(=O)c1c(-c2ccc(C)c(C)c2)csc1NC(=O)C1CC=CCC1C(=O)O (stereo not given) | -1.4 | 10 | -7 | -7 | -6 | -2 | -7 | 3 | 2.6
O=S(=O)(CCN1C=CC(C(F)(F)F)=NCC1)c1ccc(Cl)cc1Cl | -0.7 | 6 | -6 | 1 | -8 | 2 | 6 | 3 | 0.2
CN(C)S(=O)(=O)c1ccc(Cl)c(NC(=O)CNC2(C)CCS(=O)(=O)C2)c1 (stereo not given) | -0.2 | 4 | -5 | -7 | -3 | 0 | -8 | 5 | -0.4
CC1CCc2nc3ccc(S(=O)(=O)N4CCC(C(=O)N5CCCCCC5)CC4)cc3c(C(=O)O)c2C1 (stereo not given) | -0.9 | -10 | -14 | -4 | -7 | -4 | -4 | -2 | 0.5
CCOC(=O)c1cnn(-c2nc(C)cc(C)n2)c1N | -0.5 | 1 | 1 | -4 | 1 | 3 | 21 | 2 | -0.2
CN(C)CCNC(=O)c1cccc(-c2cnc3c(NC=O)cc(-c4cccs4)cn23)c1 | 0.2 | 15 | -26 | -4 | -3 | 1 | -1 | -20 | 2.5
CC(C)NS(=O)(=O)c1ccc(OCC(=O)NC(C)c2ccccc2)cc1 (stereo not given) | -0.7 | 5 | -4 | 6 | -1 | -1 | -10 | -5 | 0.7
